RTF Ca sens act: increases calcium sensitivity of human cardiac regulated thin filaments. AID 493008. IANBD-labeled TnC RTF fluorescence at EC20 calcium; 0% EC20 calcium, 100% full calcium. P19429+P45379. actives 0.24% (n = 340,000). activation, % at 7.2 µM;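 active means activation above the mean over all tested compounds plus 3 SD, cut at about 30% in these data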;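 further: rise in fluorescence read as greater calcium sensitivity of cardiac thin filaments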
V-ATPase pH: alters yeast V-ATPase proton transport. S. cerevisiae, pHLuorin cytosolic pH fluorescence. response, % at 10 µM. actives 0.37% (n = 350,000). AID 504577; in the data active means response mostly above about 7.3%, no sharp cut-off; inactive means mostly below about 5.4%; further: actives read high; inactives centre near 0; some compounds called inactive have numbers as strong as hits; reference of the scale not given here
MOR-DOR ag: agonists of human mu-delta opioid receptor heterodimerization. cells, OPRM1-OPRD1 heterodimerization, luminescence. activation, % at 9.3 µM. actives 0.3% (n = 340,000). AID 504326; in the data active means activation above about 18%;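 further: 0% = vehicle-treated cells and 100% = reference agonist; values of inactives mirror those of a sister screen read the other way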
Target sequence (P35372 whole entry, looked up): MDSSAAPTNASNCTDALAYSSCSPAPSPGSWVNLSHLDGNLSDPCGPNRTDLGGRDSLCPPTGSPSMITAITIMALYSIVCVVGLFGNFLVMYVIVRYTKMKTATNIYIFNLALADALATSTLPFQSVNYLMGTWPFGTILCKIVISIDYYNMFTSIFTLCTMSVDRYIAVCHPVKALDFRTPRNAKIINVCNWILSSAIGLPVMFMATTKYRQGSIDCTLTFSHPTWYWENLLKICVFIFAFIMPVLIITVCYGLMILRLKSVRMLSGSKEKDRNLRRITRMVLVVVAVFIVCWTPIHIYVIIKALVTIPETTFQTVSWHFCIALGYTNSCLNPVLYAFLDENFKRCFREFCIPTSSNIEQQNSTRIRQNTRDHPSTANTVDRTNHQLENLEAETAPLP
Target sequence (P41143 whole entry, looked up): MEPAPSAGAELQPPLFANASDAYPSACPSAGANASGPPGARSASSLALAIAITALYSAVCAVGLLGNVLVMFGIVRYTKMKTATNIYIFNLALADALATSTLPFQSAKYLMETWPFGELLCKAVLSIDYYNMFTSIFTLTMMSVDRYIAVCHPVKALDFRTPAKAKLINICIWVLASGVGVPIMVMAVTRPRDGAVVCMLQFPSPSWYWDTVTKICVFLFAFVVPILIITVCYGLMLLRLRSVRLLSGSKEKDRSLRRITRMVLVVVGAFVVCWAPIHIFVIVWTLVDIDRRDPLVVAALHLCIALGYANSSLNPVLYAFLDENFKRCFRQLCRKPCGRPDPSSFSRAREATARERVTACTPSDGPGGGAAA
Wnt act: Wnt/beta-catenin pathway activation | Wnt/beta-catenin reporter cell assay, activator, plate reader | activation, % at 9.35 µM | actives 1.2% (n = 300,000); in the data active means activation above about 30%, passing the limit was not always enough;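 further: 0% = neutral control wells and 100% = positive control wells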
Keap1 Nrf2 FP: inhibitors of human Keap1-Nrf2 protein-protein interaction; inhibition, % at 9.4 µM; AID 504523; Q14145; Keap1 Kelch-Nrf2 peptide fluorescence polarization, 1536-well; actives 0.15% (n = 340,000); in the data active means inhibition above about 12%;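 further: human Keap1 Kelch domain with fluorescein labeled Nrf2 9mer peptide probe; 0% = neutral control wells and 100% = peptide positive control; higher means more block of Keap1 binding to Nrf2 peptide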
Arr AP2 block: human beta-arrestin and AP2 interaction inhibition; FITC-arrestin peptide / GST-AP2 beads, flow cytometry; AP2 beta2 appendage carries R879A mutation; inhibition, % at 10 µM; actives 0.31% (n = 340,000); AID 504490;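 active means inhibition above a set limit, near 3 SD of compounds lacking own fluorescence, cut at about 54% in these data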;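 further: plate controls were DMSO wells for no effect and 5 µM unlabelled arrestin peptide for full effect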
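Test system: GST-tagged AP2 beta2-adaptin appendage (R879A) on 4 µm glutathione beads; also added: fluorescein-tagged arrestin peptide at 50 nM final; timing: 12 min plus 1 h, RT; signal: flow cytometry, FL1 (488/535 nm); read-out: percent drop in bead-associated FITC signal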
LANA DNA inh: KSHV C-LANA DNA binding inhibition. inhibition, % at 9 µM. MBP-C-LANA/FAM-LBS DNA binding, fluorescence polarization. actives 0.078% (n = 340,000);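 active means highest replicate inhibition at or above 60% at 9 µM, even if other replicates fall short; inactive means all replicates below 60% inhibition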;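 further: 0% = neutral control wells and 100% = 4 µM acridine orange control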
Cardiac RTF inh: cardiac RTF calcium desensitization. IANBD-labeled cardiac RTF, Ca2+ fluorescence. inhibition, % at 7.15 µM. actives 0.12% (n = 340,000). AID 493244;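 active means inhibition above the mean inhibition of all tested compounds plus 3 SD, cut at about 17% in these data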;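 further: assay run at fixed EC70 calcium of 1.6 mM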
MOR-DOR inv ag: inverse agonists of human mu-delta opioid receptor heterodimerization; P35372+P41143; cell-based MOR-DOR heterodimer luminescence, inverse agonism; inhibition, % at 9.3 µM; actives 0.21% (n = 340,000); AID 504357; in the data active means inhibition above about 22%, passing the limit was not always enough;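 further: 0% = cells with DMSO and 100% = wells without cells with DMSO; values of inactives mirror those of a sister screen read the other way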
Pemphigus Ab inh: blocks pemphigus antibody binding to human desmoglein-3 | DSG3-coupled beads, scFv-anti-DSG3-GFP binding, flow cytometry; stronger effect = lower value | P32926 | binding (percent of control), % at 10 µM | actives 0.48% (n = 310,000);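 active means binding more than 3 SD below its plate's average and above zero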;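 further: hits lower antibody fragment binding to DSG3; some compounds called inactive have numbers as strong as hits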
The depositor's hits bear a star; · = no result given.

SMILES | RTF Ca sens act | V-ATPase pH | MOR-DOR ag | Wnt act | Keap1 Nrf2 FP | Arr AP2 block | LANA DNA inh | Cardiac RTF inh | MOR-DOR inv ag | Pemphigus Ab inh
COc1cc(/C=C2\N=C(c3c(-c4ccccc4)noc3C)OC2=O)ccc1OC(C)=O | 2 | -3 | 1.2 | -7 | -2 | 5 | -0.5 | -5 | -8 | 94
S=C(Nc1ccc2cn[nH]c2c1)Nc1ccc(Cl)cc1Cl | 0 | -1 | 0.9 | 16 | 1 | 11 | -0.3 | -1 | -5 | 99
CCCCNC(=O)CS(=O)Cc1nc(-c2cccc(Cl)c2)oc1C (centres undefined) | 0 | -1 | -2.0 | -6 | 0 | 19 | 1.5 | 2 | 11 | 107
O=C1c2ccccc2CCCC12N=NCC2c1cccc2ccccc12 (centres undefined) | -3 | 0 | 3.9 | -3 | 0 | 33 | -2.2 | 5 | -25 | ·
CC(NC(=O)CN1C(=O)NC2(CCCCCCC2)C1=O)c1ccccc1 (centres undefined) | 3 | -5 | -1.2 | -4 | -2 | 1 | 0.4 | -6 | 5 | 109
CCN(CC)C(=O)C(=O)Nc1cc(C(F)(F)F)ccc1Cl | 0 | -6 | -0.3 | 1 | 0 | 7 | -0.4 | 0 | 2 | 99
O=C(COC(=O)c1ccccc1-c1ccccc1[N+](=O)[O-])c1ccccc1 | 7 | 0 | -1.9 | 1 | 2 | -1 | -1.5 | 12 | 11 | 96
CCCCNC(=O)N1CCN(Cc2cccc(F)c2)CC1 | 1 | 4 | 2.0 | -3 | 8 | -2 | -0.6 | -2 | -15 | 92
N#Cc1c2c(c(NCc3ccco3)n3c1nc1ccccc13)CCC2 | 2 | -4 | 1.7 | 0 | -8 | 11 | 1.8 | -11 | -8 | 102
COc1ccc(N2C(=O)CSC2c2ccc3c(c2)OCO3)c(OC)c1 (centres undefined) | -6 | -5 | -4.1 | -6 | -1 | 25 | -0.3 | -20 | 21 | 103
Cc1ccccc1NS(=O)(=O)c1nnc(NC(=O)CC(C)C)s1 | 0 | 3 | -1.7 | -3 | -4 | -11 | 1.4 | -3 | 9 | 91
CCCNc1ncnc2c1cnn2C1CCCCO1 (centres undefined) | -8 | 0 | -1.7 | 10 | -5 | 1 | -3.1 | -8 | 8 | 97
O=C(O)CC(CC(=O)Nc1nncs1)c1ccccc1 (centres undefined) | 7 | -1 | -2.5 | -3 | 2 | 0 | 1.3 | -3 | 13 | 99
C=CCn1c(SCC(=O)N2CCCCC2)nnc1-c1ccncc1 | -6 | 2 | -1.6 | -1 | -2 | -2 | 0.8 | -5 | 8 | 114
CC(=O)N/N=C/c1cc(C(C)(C)C)cc(/C=N/NC(C)=O)c1O | · | -3 | · | -2 | 8 | 1 | 7.9 | · | · | 95
CC(=O)c1ccc(N2CCN(S(=O)(=O)c3ccc4c5c3CC(=O)N5CC(C)S4)CC2)cc1 (centres undefined) | -1 | -4 | 7.0 | · | -7 | 3 | -1.0 | 1 | -38 | 99
COC(=O)CCC(=O)NNC(=O)c1ccc(Br)cc1 | -6 | -3 | 1.2 | · | 0 | 7 | 1.0 | -10 | -7 | 99
COc1cccc(NS(=O)(=O)c2ccc3c(c2)N(C(C)=O)CCS3)c1 | 0 | 2 | -0.3 | -2 | -7 | -15 | -0.2 | -3 | 2 | 104
CCOC(=O)c1c(NC(=O)c2ccc(N3C(=O)[C@@H]4[C@H](C3=O)[C@H]3C=C[C@@H]4C3)cc2)sc2c1CC(C)CC2 (some centres undefined) | 3 | -3 | 1.0 | · | -4 | -4 | -0.5 | -16 | -8 | 104
CC(=O)c1cc2c(cc1NC(=O)c1cc3nc(C(C)C)cc(C(F)(F)F)n3n1)OCO2 | -4 | 0 | -1.0 | -3 | -6 | -2 | -0.7 | -4 | 6 | ·
CSc1ccc(CN2CCN(Cc3ccc([N+](=O)[O-])cc3)CC2)cc1 | -1 | 3 | 5.7 | -2 | 2 | -15 | 1.0 | 0 | -26 | ·
O=C(Oc1cccc(N2C(=O)C3C4c5ccccc5C(c5ccccc54)C3C2=O)c1)c1ccco1 (centres undefined) | 1 | -6 | 2.3 | -1 | -3 | -17 | 0.7 | 2 | -13 | 123
CCN(CC)/C(Sc1ccccc1)=C(\C(Cl)=C(Cl)Cl)[N+](=O)[O-] | -3 | -2 | -3.8 | 0 | -4 | 6 | -0.9 | 2 | 19 | 86
CC(=O)NC1=NN(C(C)=O)C(C)(CC(=O)OC(C)(C)C)S1 (centres undefined) | 1 | -3 | -2.3 | -1 | -2 | 24 | -1.2 | 1 | 11 | 97
Nc1ccccc1C#Cc1cnccn1 | -3 | 6 | -2.2 | 13 | -3 | 18 | -1.9 | -3 | 13 | 100
SMILES | RTF Ca sens act | V-ATPase pH | MOR-DOR ag | Wnt act | Keap1 Nrf2 FP | Arr AP2 block | LANA DNA inh | Cardiac RTF inh | MOR-DOR inv ag | Pemphigus Ab inh
Cc1cc([N+](=O)[O-])ccc1NC1CCCC1 | -3 | -2 | 1.0 | 4 | 4 | -9 | -0.4 | -23 | -5 | 86
CCO/C=C1\C(=O)N(c2ccccc2)C(=O)c2ccccc21 | -7 | 2 | -1.0 | · | 0 | -9 | -1.5 | -7 | 6 | 119
CCOc1ccc(C(=O)C(C)OC(=O)Cn2[nH]c(=O)c3ccccc3c2=O)cc1 (centres undefined) | -1 | 3 | -4.6 | 0 | -2 | 3 | 0.3 | 1 | 19 | 113
CC(=O)N(C1=C(Cl)C(=O)c2ccccc2C1=O)C1CCCCC1 | -3 | 141* | 10 | -11 | 10 | 44 | -0.9 | -1 | -53 | 109
C=CCNCc1ccc(C(=O)NCCCCCCC)cc1[N+](=O)[O-] | -2 | -5 | 0.8 | -1 | -4 | 8 | 0.0 | 1 | -5 | 100
COc1ccc(-c2noc(CCCOc3ccc(Cl)cc3Cl)n2)cc1 | 2 | -1 | -0.9 | 0 | -2 | 4 | -2.3 | -1 | 5 | 97
COc1ccc(CNC(=O)CSc2nc3ccc(C)cc3[nH]2)cc1 | 0 | 4 | 1.9 | 3 | -4 | 5 | -1.0 | -5 | -9 | 100
Nc1ccc2nc(-c3cccs3)[nH]c2c1 | 10 | 1 | 1.0 | 14 | -4 | 15 | 2.8 | -9 | -6 | 105
Cc1csc(NC(=O)CSc2nc(C)cs2)n1 | 4 | 2 | 0.1 | · | -1 | 5 | -0.2 | -7 | 0 | 100
Cc1ccc2nc(SCC(=O)NCc3ccco3)c(C)cc2c1 | -9 | -1 | -0.2 | · | -3 | 4 | -1.8 | 1 | 1 | 93
CC(C)CN(C(=O)CSc1nnc2ccccn12)C1CCS(=O)(=O)C1 (centres undefined) | 3 | -1 | -4.5 | -1 | -3 | -9 | -1.5 | 1 | 18 | ·
Cc1ccsc1C(=O)NNC(=S)NC1CCCCC1 | -2 | -1 | -4.7 | 25 | 2 | 5 | 0.3 | -6 | 27 | 118
COc1cccc2c1cc1c(=O)n(CC(=O)NCCCN3CCN(C)CC3)nc(C)n12 | 3 | -3 | -0.4 | -1 | 1 | 59* | -0.7 | -4 | 2 | ·
CCN1C(=O)C2C(c3cccc(F)c3)NC(C)(C(=O)OC)C2C1=O (centres undefined) | 1 | -4 | -1.5 | · | -3 | 9 | -6.3 | -8 | 9 | 99
O=C(NCc1ccc(F)cc1)c1ccc(CS(=O)(=O)c2ccc(Br)cc2)o1 | 14 | 0 | 0.5 | -3 | -1 | -9 | -8.7 | -12 | -2 | 95
COc1cccc(N=C2C(=O)N3CCCc4cccc2c43)c1 | -1 | -4 | -2.6 | 10 | -2 | 20 | -1.7 | 11 | 13 | 94
CCOc1ccc(NC(=S)c2ccc3ccccc3n2)cc1 | -6 | 0 | -2.5 | 1 | -3 | -10 | -1.8 | 7 | 13 | 96
Cc1noc2ncnc(Sc3ccccc3Cl)c12 | -6 | 1 | 0.6 | · | -5 | 20 | -0.7 | -3 | -3 | ·
Cn1nc([N+](=O)[O-])nc1Oc1ccccc1F | -8 | -2 | -2.1 | -1 | -2 | 18 | 0.3 | 14 | 11 | 104
Cc1ccccc1S(=O)(=O)Oc1ccc2ccc(O)cc2c1 | 3 | 0 | 15 | 9 | 0 | 11 | 0.6 | -9 | -71 | 120
CC1(C)CC(=O)c2cnc(NCC3CCCO3)nc2C1 (centres undefined) | -1 | 0 | -2.4 | · | -2 | 5 | -0.5 | -7 | 10 | ·
CCc1cccc2c1Sc1ccccc1CC2N1CCNCC1 (centres undefined) | 2 | 2 | 6.0 | 0 | -2 | 36 | -0.8 | -4 | -32 | 115
Cc1ccccc1OC1CCN(C(=O)C2CCC(=O)N(C3CCCC3)C2)CC1 (centres undefined) | -6 | 3 | -2.5 | -1 | 0 | 32 | 2.0 | -6 | 13 | 101
O=C(Nc1cnccn1)c1ccc(F)cc1Cl | 2 | 4 | -1.2 | -1 | 5 | 16 | -0.1 | -3 | 7 | 111
N#Cc1ccccc1Sc1ccccc1C(=O)OCC(N)=O | -1 | 3 | 0.1 | 1 | -4 | -18 | 1.7 | 4 | 0 | 102
COc1ccc(N(CC(=O)NCc2ccncc2)S(=O)(=O)c2ccc(C)c([N+](=O)[O-])c2)cc1 | -1 | -3 | -2.8 | 1 | -4 | 6 | -0.3 | -22 | 14 | 93
CCOc1ccc(S(=O)(=O)NCc2ccccn2)cc1NC(=O)c1ccccc1F | 1 | -28 | -1.7 | -7 | 1 | 9 | -1.3 | -1 | 11 | 90
Cc1ccc(-n2nnnc2SCC(=O)N2CCNC2=O)cc1C | 0 | -1 | -3.4 | 0 | -7 | 8 | -0.1 | 0 | 14 | 95

In the list so far, these contain two or more sulfur atoms.
SMILES | RTF Ca sens act | V-ATPase pH | MOR-DOR ag | Wnt act | Keap1 Nrf2 FP | Arr AP2 block | LANA DNA inh | Cardiac RTF inh | MOR-DOR inv ag | Pemphigus Ab inh
Cc1ccccc1NS(=O)(=O)c1nnc(NC(=O)CC(C)C)s1 | 0 | 3 | -1.7 | -3 | -4 | -11 | 1.4 | -3 | 9 | 91
CC(=O)c1ccc(N2CCN(S(=O)(=O)c3ccc4c5c3CC(=O)N5CC(C)S4)CC2)cc1 (centres undefined) | -1 | -4 | 7.0 | · | -7 | 3 | -1.0 | 1 | -38 | 99
COc1cccc(NS(=O)(=O)c2ccc3c(c2)N(C(C)=O)CCS3)c1 | 0 | 2 | -0.3 | -2 | -7 | -15 | -0.2 | -3 | 2 | 104
Cc1csc(NC(=O)CSc2nc(C)cs2)n1 | 4 | 2 | 0.1 | · | -1 | 5 | -0.2 | -7 | 0 | 100
CC(C)CN(C(=O)CSc1nnc2ccccn12)C1CCS(=O)(=O)C1 (centres undefined) | 3 | -1 | -4.5 | -1 | -3 | -9 | -1.5 | 1 | 18 | ·
Cc1ccsc1C(=O)NNC(=S)NC1CCCCC1 | -2 | -1 | -4.7 | 25 | 2 | 5 | 0.3 | -6 | 27 | 118

Screens from PubChem.
